# Compound activity from PubChem BioAssay.
# CCT modulator: High-Throughput Screening for Modulators of Cytosolic Chaperonin Activity; activity change, % (concentration not given with the values), hits read low; purified chaperonin ATPase assay, HTRF ADP detection, 30 min; actives 0.3% (n = 360,000); AID 651819, 2012; in the data active = activity change below about -30%; note: % is set by controls: 0 for no effect and ±100 for the full control effect
#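 Nucleotide hydrolysis assay: TRiC at 20–40 nM final (set by batch activity) with 10 uM ATP, 30 min at 37 °C, in presence of 76 uM compound. Detection by competitive ADP HTRF, 30 min ambient.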
# PTHR1 ag: qHTS for PTHR1 Agonists: Primary Screen | Parathyroid hormone/parathyroid hormone-related peptide receptor (Homo sapiens), Q03431 | HEK293 GP2 PTHR1 cells, GloSensor cAMP luminescence, 1 h | Potency, µM (highest dose often 115 µM), inactives show at the top dose activation, usual class: activators | actives 0.075% (n = 410,000) | AID 743266, 2014; note: potency is the fitted concentration of half-maximal effect; nearly all actives have a fitted effect of over 55% in size; some results filed as inactive show a strong effect at the top dose; inactives centre near -15; many of its hits are not listed in these tables
# Target sequence (Q03431 whole entry, looked up): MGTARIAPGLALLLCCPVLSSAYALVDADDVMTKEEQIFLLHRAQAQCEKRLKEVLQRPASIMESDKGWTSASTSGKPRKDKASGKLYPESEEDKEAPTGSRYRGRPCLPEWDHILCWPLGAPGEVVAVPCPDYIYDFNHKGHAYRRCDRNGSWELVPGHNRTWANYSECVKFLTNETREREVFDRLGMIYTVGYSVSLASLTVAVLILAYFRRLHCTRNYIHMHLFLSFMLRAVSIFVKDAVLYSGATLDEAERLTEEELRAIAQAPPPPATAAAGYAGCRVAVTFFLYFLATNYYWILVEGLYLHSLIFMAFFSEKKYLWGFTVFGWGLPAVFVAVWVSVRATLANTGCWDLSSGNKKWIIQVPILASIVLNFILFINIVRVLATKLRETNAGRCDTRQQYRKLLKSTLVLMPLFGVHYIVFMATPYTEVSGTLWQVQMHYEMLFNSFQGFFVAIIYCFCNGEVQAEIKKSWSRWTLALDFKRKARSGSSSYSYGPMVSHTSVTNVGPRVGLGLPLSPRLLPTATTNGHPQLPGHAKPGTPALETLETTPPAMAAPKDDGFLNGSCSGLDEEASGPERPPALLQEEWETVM
#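 HEK-293-derived GP2 cells expressing PTHR1 and a GloSensor cAMP reporter, 3,000/well, plated overnight, given luciferin plus IBMX (each 0.5 mM as added) for 1 h at 37 °C, then compound for 1 h at 37 °C. Luminescence was read after 15 min at room temperature.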
# Akt phos inh: HTS Assay for Inhibitors of Akt Phophorylation: Primary Screen; activity change, % for hits at 50 µM; actives 0.32% (n = 360,000); Neuro2A IGF-stimulated pAkt S473 HTRF, 20 min; hits give low values; in the data active = activity change below about -80%; inconclusive = mostly about -51% to -80%; note: % is set by controls: 0 for no effect and ±100 for the full control effect
#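 Neuro2A cells in DMEM with 0.5% FBS, overnight at 37 deg C, given compound at single 50 µM final, then IGF (6 nM final) for 20 min at 37 deg C. Lysed; phospho-Akt Ser473 by HTRF after 24 h, 665/615 ratio.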
# D3 antag: qHTS of D3 Dopamine Receptor Antagonist: qHTS; D(3) dopamine receptor (Homo sapiens), P35462; D3R cells, DiscoveRx beta-arrestin luminescence, antagonist mode; hits give low values; actives 2.5% (n = 360,000); max response, negative = inhibition, %; in the data active = max response below about -50%; inconclusive = no clear call, values can overlap the other calls; note: % is set by controls: 0 for no effect and ±100 for the full control effect; mostly tested at two doses, the higher about 12 µM
# Target sequence (P35462 whole entry, looked up): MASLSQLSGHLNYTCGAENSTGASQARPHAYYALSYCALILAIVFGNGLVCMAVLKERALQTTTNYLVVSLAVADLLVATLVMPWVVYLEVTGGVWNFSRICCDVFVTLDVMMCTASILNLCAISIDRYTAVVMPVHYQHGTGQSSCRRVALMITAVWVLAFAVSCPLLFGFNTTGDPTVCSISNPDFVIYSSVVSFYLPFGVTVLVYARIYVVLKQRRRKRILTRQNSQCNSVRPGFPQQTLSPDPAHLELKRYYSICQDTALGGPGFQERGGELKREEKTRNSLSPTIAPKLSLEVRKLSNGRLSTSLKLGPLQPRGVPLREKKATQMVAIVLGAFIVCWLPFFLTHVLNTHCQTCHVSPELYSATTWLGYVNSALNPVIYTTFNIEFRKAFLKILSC
#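 Cells expressing the human receptor were seeded at 1500 cells/well, incubated overnight at 37 degrees C in 5% CO2, then exposed to library compounds with dopamine controls for 90 minutes at 37 degrees C before luminescent detection.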
# DRD3 agonist: qHTS of D3 Dopamine Receptor Agonist: qHTS; D(3) dopamine receptor (Homo sapiens), P35462; D3R DiscoveRx beta-arrestin cells, luminescence, 90 min; max activation, %; actives 0.58% (n = 410,000); AID 652048, 2013; in the data active = max activation above about 30%; note: 0% is about no effect; mostly tested at two doses, the higher about 12 µM
#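 Cells at 1500/well, incubated overnight, then treated with pinned compounds (dopamine as control) for 90 min at 37 degrees C. DiscoveRx reagent added for 30 - 60 minutes at room temperature; luminescence read.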
# EPAC2 agonist: qHTS for Agonist of cAMP-regulated guanine nucleotide exchange factor 4 (EPAC2): primary screen; Rap guanine nucleotide exchange factor 4 (Homo sapiens), Q8WZA2; EPAC2 activation, biochemical qHTS; response scale: 100% = 6.5 mM cAMP response; Potency, µM (top dose mostly 154 µM), without a hit: top-dose activation, most hits filed as activators; actives 0.079% (n = 360,000); AID 720711, 2013; note: potency is the fitted concentration of half-maximal effect; nearly all actives have a fitted effect of over 50% in size
#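 Each well held 100 nM EPAC2, 250 nM RAP1B-BODIPY-GDP and 50 uM GDP. Fluorescence, read at 5-min intervals to 30 min, was referenced to a 6.5 mM cAMP positive control.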
# Mm-Cpn inhibitor: Inhibitors of TCP-1 ring complex (TRiC) of Methanococcus maripaludis (MmCpn): qHTS; purified Mm-Cpn ATPase, ADP Transcreener TR-FRET; Chaperonin Mm-Cpn (Methanococcus maripaludis); actives 0.031% (n = 330,000); Potency, µM (doses to about 76.9 µM), without a hit: at the top dose activity, negative = inhibition, most hits filed as inhibitors; note: potency is the fitted concentration of half-maximal effect; % is set by controls: 0 for no effect and ±100 for the full control effect; nearly all actives have a fitted effect of over 80% in size
#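 Compound-treated chaperonin, 25 nM final, turns over 10 uM ATP at 37°C for 30 min following a 10 min preincubation; ADP generated competes with ADP-d2 for Eu-cryptate antibody, lowering FRET.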
# EPAC2 antag: qHTS for Antagonist of cAMP-regulated guanine nucleotide exchange factor 2 (EPAC2): primary screen; Rap guanine nucleotide exchange factor 4 (Homo sapiens), Q8WZA2; EPAC2 GEF exchange of Rap1B-BODIPY-GDP, fluorescence; Potency, µM (series often up to 114 µM), inactives show at the top dose activity, negative = inhibition, hits mostly inhibitors; actives 0.18% (n = 360,000); AID 720708, 2013; note: potency is the fitted concentration of half-maximal effect; % is set by controls: 0 for no effect and ±100 for the full control effect; nearly all actives have a fitted effect of over 45% in size; many of its hits are not listed in these tables
# An asterisk follows results filed as active; i = inactive; ? = inconclusive; / = not tested or not shown; & = joins results of further samples; [ ] = another dose, or the depositor's remark. Unless noted, calls come from the whole dose curve; as a rule, active = well fitted curve in the direction sought with a large enough effect; inconclusive = small, poorly fitted or top-dose-only effect, or another doubt; inactive = no such curve, though single readings can be large; an effect the other way counts as inactive or inconclusive.
# A first look:
SMILES,CCT modulator,PTHR1 ag,Akt phos inh,D3 antag,DRD3 agonist,EPAC2 agonist,Mm-Cpn inhibitor,EPAC2 antag
C=CCn1ccc(O)c(Cc2ccc(Cl)cc2)c1=O,-3.1,i,i,-9.8,0.1,4.3%,-0.1%,3.5%
Cc1cc(C)c(C)c(S(=O)(=O)N2CCN(C(=O)c3ccncc3)CC2)c1C,-2.3,i,i,16.7,-1.8,-7.2%,-2.4%,4.0%

# Main list, previewed entries included:
SMILES,CCT modulator,PTHR1 ag,Akt phos inh,D3 antag,DRD3 agonist,EPAC2 agonist,Mm-Cpn inhibitor,EPAC2 antag
C=CCn1ccc(O)c(Cc2ccc(Cl)cc2)c1=O,-3.1,i,i,-9.8,0.1,4.3%,-0.1%,3.5%
Cc1cc(C)c(C)c(S(=O)(=O)N2CCN(C(=O)c3ccncc3)CC2)c1C,-2.3,i,i,16.7,-1.8,-7.2%,-2.4%,4.0%
COC(=O)/C=C/c1ccc2c(c1)OCO2,-1.9,i,i,7.5,11.3,5.0%,3.1%,-1.2%
COc1ccc(N2C(=O)C3C(C2=O)C(C(=O)c2ccccc2)N2CCCC32)cc1 (configuration not stated),-5.0,-3.0%,i,-23.7,1.6,13.1%,0.8%,-2.8%
O=C(O)c1cc(-c2ccccc2Cl)n(-c2ccc(F)cc2)n1,0.9,i,i,9.2,6.1,4.3%,-0.7%,10.0%
CCC(C)c1ccccc1NC(=O)COC(=O)C1=COCCO1 (configuration not stated),-2.9,i,i,3.6,-11.5,2.9%,1.0%,0.6%
Cc1onc(-c2ccccc2)c1C(=O)NC(=S)NNC(=O)c1ccco1,-0.6,-16.0%,i,14.8,20.1,6.8%,1.2%,-4.6%
CCC1(C)Cc2ccccc2-c2nc(SCC(N)=O)[nH]c(=O)c21 (configuration not stated),-0.8,i,i,-18.0,15.4,-5.6%,0.7%,-0.5%
CCCc1cc(=O)oc2cc(C)cc(OC(C)C(=O)N[C@@H](Cc3c[nH]c4ccccc34)C(=O)O)c12 (some centres not stated),-0.6,-1.0%,i,-14.9,3.7,-12.0%,-1.9%,1.1%
Cc1ccc(C(=O)Nc2ccc(Nc3ccccc3)cc2)cc1Br,-3.2,-46.9%[inhibitor],i,-26.5,-4.5,9.7%,/,-2.9%
CCSc1nnc(Cn2c(=O)sc3ccccc32)n1-c1ccc(OC)cc1,-1.7,0.8%,i,-22.8,-8.8,14.4%,-0.4%,7.5%
CCN1CCN(Cc2ccc(NC(=O)c3cc(NC(=O)C(=O)c4c[nH]c5ccccc45)cc(OC)c3)cc2C(F)(F)F)CC1,-1.8&-2.6,-18.4%&-35.8%,i,-53.6*,-7.9&0.0,3.5%&11.0%,-24.2%,-1.8%&4.7%
CCN(C)C1CN(Cc2cn(Cc3cc(C)cc(C)c3)nn2)S(=O)(=O)C1 (configuration not stated),-2.2,-13.5%,i,0.0,5.0,13.6%,/,3.2%
Cc1ccc(NC2=NCC(=O)N2Cc2ccc3c(c2)OCO3)c(C)c1,-2.0,-16.5%,i,-25.8,3.3,4.7%,-0.6%,-4.2%
CCOc1ccc(OCC)c(NC(=O)CSCCc2ccccn2)c1,1.7,-9.9%,i,4.8,15.7,5.5%,?,1.5%
COc1ccc(NC(=O)c2ccccc2N(Cc2ccccc2)S(C)(=O)=O)cc1OC,0.3,i,i,-1.0,3.3,6.0%,-1.6%,1.0%
O=C(O)c1ccccc1C(=O)Nc1c(-c2ccccc2)nc2ccccn12,1.7,i,i,6.5,1.6,5.1%,0.7%,-8.1%
COc1ccccc1C(=O)C1CCCN(C(=O)CCc2ccccn2)C1 (configuration not stated),-8.8,-0.7%,i,-4.5,4.2,1.0%,3.9%,-3.6%
CCCCNC(=O)CCCn1c(=O)c2ccccc2n(CC(=O)NCCC2=CCCCC2)c1=O,-0.9,i,i,0.9,-3.2,-9.2%,0.1%,-0.6%
Cc1ccccc1P(=O)(CO)c1ccccc1C,-1.7,i,i,-22.5,-0.4,2.5%,-2.1%,-11.8%[57.1 µM]
Cc1ccc(-c2nn(-c3ccccc3)cc2C(=O)Nc2ccc(C(=O)O)cc2)cc1,-2.5,-0.4%,i,1.2,2.2,3.1%,-4.7%,9.7%
Cc1cccc(NC(=O)c2cc(S(=O)(=O)N3CCc4ccccc43)cn2C)c1,0.8,i,i,33.4,0.6,5.7%,-1.9%,-1.5%
CC(=O)Nc1cccc(C(=O)OC(C)C(=O)NC2CCCc3ccccc32)c1 (configuration not stated),-1.5,i,i,14.7,4.0,0.1%,0.5%,-0.1%
COC(=O)CCn1nnc(-c2cccs2)n1,-2.1,-1.9%[57.5 µM],i,-19.0,6.8,0.8%,1.1%,20.3%
N#CCCN(C(=O)CSc1ncccn1)c1ccc2c(c1)OCCO2,-1.8,i,i,18.3,1.1,0.6%,-1.8%,14.0%

# Look-ups from above:
# For D3 antag, `Cc1ccc(C(=O)Nc2ccc(Nc3ccccc3)cc2)cc1Br` has -26.5
# For PTHR1 ag, `Cc1ccc(-c2nn(-c3ccccc3)cc2C(=O)Nc2ccc(C(=O)O)cc2)cc1` has -0.4%
# For EPAC2 antag, `O=C(O)c1ccccc1C(=O)Nc1c(-c2ccccc2)nc2ccccn12` has -8.1%
# For EPAC2 agonist, `Cc1onc(-c2ccccc2)c1C(=O)NC(=S)NNC(=O)c1ccco1` has 6.8%
# For DRD3 agonist, `CC(=O)Nc1cccc(C(=O)OC(C)C(=O)NC2CCCc3ccccc32)c1` (configuration not stated) has 4.0
# For CCT modulator, `CCOc1ccc(OCC)c(NC(=O)CSCCc2ccccn2)c1` has 1.7

# (further entries)
SMILES,CCT modulator,PTHR1 ag,Akt phos inh,D3 antag,DRD3 agonist,EPAC2 agonist,Mm-Cpn inhibitor,EPAC2 antag
CCN(CC)C(=O)[C@H]1C[C@H](CC(=O)NCc2cccc(C(F)(F)F)c2)C(=O)N2CCc3c([nH]c4ccc(Cl)cc34)[C@]12C,1.0,-40.5%[inhibitor],i,-11.8,-12.7,-8.7%,3.0%,-15.1%
Cc1cccc(C)c1NS(=O)(=O)c1c(C)[nH]c(=O)[nH]c1=O,-36.8*,i,i,3.4,-3.0,0.2%,-0.6%,9.2%
Cn1c2c(c(=O)[nH]c1=O)C(c1ccc(O)cc1)C1=C(N2)c2ccccc2C1=O (configuration not stated),1.1,-12.3%,i,8.4,6.9,2.4%,-5.0%[15.4 µM],5.8%
CN(C)c1ccc(NC(=S)NC23CC4CC(CC(C4)C2)C3)cc1,0.6,-79.4%[inhibitor],i,-5.3,-3.1,-1.7%,-7.3%,-9.2%
Cc1ccc(C(=O)Nc2cc(=O)n(C)c(=O)n2C)o1,0.9,-6.1%[57.5 µM],i,2.9,9.9,1.3%,0.9%,12.4%
COc1ccccc1C(=O)OCC(=O)Nc1ccc(Cl)cn1,-0.7,-34.0%[inhibitor],i,-13.3,-0.1,-1.2%,-0.4%,7.0%
CCC1(C)Cc2nc3sc(C(=O)O)c(N)c3cc2CO1 (configuration not stated),0.0,i,i,20.3,1.0,-19.3%,-12.9%,-1.1%
Cc1cc(C)c(NC(=O)c2sc3nc4c(cc3c2N)C(=O)CC(C)(C)C4)c(C)c1,-0.8,-41.9%[inhibitor],i,-10.1,0.5,-10.3%,-6.3%,3.6%
O=C1CSC(=S)N1Cc1cccs1,-0.4,i,i,13.1,3.0,3.8%,/,0.1%
O=C(c1ccncc1)c1ccc([N+](=O)[O-])cc1,-0.8,i,i,-11.0,-8.0,-4.6%,1.2%,8.1%
Cc1nn(-c2ccccc2)c2c1C(c1ccccc1)C(C#N)=C(N)O2 (configuration not stated),0.2,i,i,2.2,1.6,-1.7%,-1.0%,-3.7%
COc1ccc(C(=O)OCC(=O)NCc2ccccc2)c(OC)c1OC,-1.5,i,i,13.7,-8.7,-1.2%,0.1%,5.4%
C[C@H]1Cn2cnc(C(=O)Nc3cccc(Cl)c3)c2C(=O)N1,1.2,i,i,-22.3,-14.8,-1.5%,/,8.3%
O=C(COc1cccc2ccccc12)NNC(=O)[C@@H]1CCCC[C@@H]1C(=O)O,-0.5,-14.1%,i,6.7,1.2,-4.4%,-0.6%,-2.0%
Cc1ccc(NC(=O)CN2CCN(CCN=CC3=C(O)CC(c4ccccc4)CC3=O)CC2)cc1 (configuration not stated),-3.4,-7.7%,i,-7.6,3.4,3.1%,1.4%,2.7%
CC1CCN(C(=O)Cn2cnc3c2c(=O)n(C)c(=O)n3C)c2ccccc2S1 (configuration not stated),0.6,-20.3%,i,8.3,1.7,4.0%,-3.7%,0.0%
CC(=O)c1sc(-c2ccccc2Cl)nc1C,-0.1,i,i,3.7,0.5,6.7%,1.6%,3.7%
Cc1cc(C)c2cc(C#N)c(SCC(=O)Nc3ccc4c(c3)OCO4)nc2c1,-0.8,i,i,11.4,16.5,-5.6%,-7.7%,-8.1%
Cn1c(=O)c([N+](=O)[O-])c(-n2ccnc2)c2ccccc21,3.5,-45.4%,i,-50.6*,-22.1,5.3%,-1.6%,8.9%
Cc1ccc(OCc2nnc(NC(=O)c3cccnc3)s2)cc1,2.5,i,i,3.1,-16.6,-1.7%,0.6%,1.9%
O=C(CCCN=C1NS(=O)(=O)c2ccccc21)OCc1ccccc1,0.4,i,i,4.3,3.2,0.3%,3.1%,6.3%
Cn1cccc1C(=O)OCC(=O)Nc1ccc2c(c1)OCCO2,-0.5,-41.8%[inhibitor],i,-10.9,0.1,-5.5%,-0.1%,3.8%
CN(C(=O)CSc1nnc(NCc2ccccc2)s1)C1CCS(=O)(=O)C1 (configuration not stated),-0.7,i,i,7.6,3.0,-1.3%,?,10.9%

# Only part of the results is shown; the hit share may differ from the screen's.
